From PubChem BioAssay
RAD54 inh: blocks human RAD54 Holliday junction branch migration | Q92698 | FAM/BHQ fluorescence | inhibition, % at 10.4 µM | actives 0.14% (n = 360,000) | AID 602329;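 active means mean normalized replicate activity at least 40 and at least half of replicates scoring 40 or more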;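 further: 0% = median of neutral control wells and 100% = median of positive control wells; inhibitors cause a drop in the FAM fluorescence signal; in these data hits start at about 50%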
Target sequence (Q92698 whole entry, looked up): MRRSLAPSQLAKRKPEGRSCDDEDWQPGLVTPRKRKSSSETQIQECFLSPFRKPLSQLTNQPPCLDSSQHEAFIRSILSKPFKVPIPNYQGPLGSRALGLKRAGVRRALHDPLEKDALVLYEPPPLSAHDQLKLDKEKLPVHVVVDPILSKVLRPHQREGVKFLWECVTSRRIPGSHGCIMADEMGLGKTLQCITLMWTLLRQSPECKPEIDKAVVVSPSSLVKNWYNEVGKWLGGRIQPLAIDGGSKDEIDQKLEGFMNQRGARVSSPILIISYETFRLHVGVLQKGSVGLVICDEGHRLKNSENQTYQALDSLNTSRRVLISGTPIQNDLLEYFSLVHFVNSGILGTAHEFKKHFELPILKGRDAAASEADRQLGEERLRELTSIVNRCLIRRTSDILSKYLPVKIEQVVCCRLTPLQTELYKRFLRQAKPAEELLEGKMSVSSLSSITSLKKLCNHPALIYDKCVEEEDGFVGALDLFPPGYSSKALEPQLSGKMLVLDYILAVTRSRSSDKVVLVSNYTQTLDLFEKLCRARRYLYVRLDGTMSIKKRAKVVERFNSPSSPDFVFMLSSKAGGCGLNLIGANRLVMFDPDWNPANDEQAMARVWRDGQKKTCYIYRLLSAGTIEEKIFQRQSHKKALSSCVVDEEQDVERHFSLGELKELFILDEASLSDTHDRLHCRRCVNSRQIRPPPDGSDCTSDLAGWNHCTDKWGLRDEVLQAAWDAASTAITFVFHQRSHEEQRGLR
Numbers without * were called inactive. The list is partial, so the mix of outcomes need not match the whole.

SMILES	RAD54 inh
Cc1ccccc1NC1C=CS(=O)(=O)C1 (configuration not stated)	-7.4
CC(NC(=O)NCc1cccnc1)(C(F)(F)F)C(F)(F)F	-1.7
Cc1ccc(-c2cc(C(F)(F)F)c(C#N)c(SCCC#N)n2)o1	1.0
Cc1onc(-c2ccccc2Cl)c1-c1nc(-c2ccccn2)no1	3.5
CCOc1ccc(NC(=O)CSc2nc(C)cc(C)n2)cc1	1.5
COC(=O)CSc1nnc(CNS(=O)(=O)c2ccc(Cl)cc2)n1C	0.5
Nc1c(-c2ccccc2)cnn1-c1cccc(C(F)(F)F)c1	-10.7
Cc1nc(NCCCN2CCOCC2)c2oc3ccccc3c2n1	16.4
COc1ccc(N2CSC3=C(C#N)C(c4cc(OC)ccc4OC)CC(=O)N3C2)c(OC)c1 (configuration not stated)	7.0
CCOCCCNC(=O)c1c[nH]c2ccc(S(=O)(=O)Nc3cccc(OC)c3)cc2c1=O	-8.3
CCCCn1c(SCC(=O)N2CCOCC2)nnc1-c1ccoc1C	-6.4
O=C(NCc1ccccc1)c1ccc2c(=O)n(CCCN3CCCC3=O)c(=S)[nH]c2c1	0.2
O=C(C[C@H]1C[C@H](C(=O)N2CCCCC2)[C@@]2(CCc3ccccc3)c3[nH]c4cc(-c5ccco5)ccc4c3CCN2C1=O)NCCC1=CCCCC1	6.2
CCOC(=O)c1c(NC(=O)CSc2nnnn2-c2ccc3c(c2)OCO3)sc(C)c1C	8.7
CN1c2ccccc2Oc2c(c(=O)n(C)c(=O)n2C)C1c1cccc([N+](=O)[O-])c1 (configuration not stated)	1.1

Next section, overlapping the part above by three compounds.
SMILES	RAD54 inh
O=C(C[C@H]1C[C@H](C(=O)N2CCCCC2)[C@@]2(CCc3ccccc3)c3[nH]c4cc(-c5ccco5)ccc4c3CCN2C1=O)NCCC1=CCCCC1	6.2
CCOC(=O)c1c(NC(=O)CSc2nnnn2-c2ccc3c(c2)OCO3)sc(C)c1C	8.7
CN1c2ccccc2Oc2c(c(=O)n(C)c(=O)n2C)C1c1cccc([N+](=O)[O-])c1 (configuration not stated)	1.1
COc1ccccc1NC(=O)CCc1nc(-c2cccs2)no1	5.4
CN(C)c1ccc(CN(C(=O)COc2ccc(Br)cc2)C2CCS(=O)(=O)C2)cc1 (configuration not stated)	-0.3
Cc1ccc(-n2ncc3c(=O)n(CC(=O)NC4CCCC4)cnc32)cc1C	-4.1
Cc1ccc(C)c(OCC(=O)N2CCOCC2)c1	-10.0
O=C(NCN1CCCCC1)c1cccnc1	5.7
COc1ccc(Nc2nnc(SCC(=O)N3CCCC3)s2)cc1	-6.2
CC(C)COc1ccc(-c2nnn(CC(=O)N3CCCC3)n2)cc1	-9.3
O=S(=O)(Nc1cccc2c1ccc1cccn12)c1cccs1	0.6
Cc1ccc(N(Cc2ccc([N+](=O)[O-])cc2)C(=O)c2ccco2)cc1	-1.1
Cc1nc(CC(=O)N2CCN(S(=O)(=O)c3ccccc3C#N)CC2)cs1	-0.6
O=C(COc1c(Br)cc(Br)cc1Br)N/N=C/c1ccco1	-4.9
O=C(CSc1ncnc2sc3c(c12)CCCC3)c1ccccc1	15.1
Cc1ccc(-n2c(SCC(=O)NCc3ccco3)nnc2-c2cccnc2)c(C)c1	4.0
COc1ccc2c(c1)C(C)CC(C)(C)N2C(=O)CSc1nc2ccccc2s1 (configuration not stated)	-9.1
CC(c1ccccc1)C1C(C#N)=C(N)OC2=C1C(=O)CC(C)(C)C2 (configuration not stated)	8.9
CCOc1cc(C2Nc3cccc4cccc(c34)N2)ccc1O	4.2
Cn1cnc2nc3n(c2c1=O)CCC3	2.3
COCc1cc(C)nc(NCCc2ccccc2)c1C#N	3.4
O=C(Nc1cc(=O)[nH]c2ncnn12)c1ccc(Cl)cc1Cl	-3.8
C/C(=C\C(=O)c1ccccc1)Nc1ccc(Cl)c(Br)c1	7.7
CCCC(=O)c1ccc(N2CCN(C(=O)c3ccc(Br)cc3)CC2)c(F)c1	3.3
C=CCN(C(=O)c1ccccc1)c1ccc(OC)cc1	-29.1
O=S(=O)(c1ccc(-c2cn3ccccc3n2)cc1)N1CCOCC1	-7.2
Cc1ccc(CCNC(=O)C2CCCN(S(=O)(=O)c3cccc4nsnc34)C2)cc1 (configuration not stated)	-4.9
COc1ccccc1C(=O)NCCN1CCN(C(=O)c2ccccc2OC)CC1	-1.2
CCOC(=O)c1ccccc1NC(=O)Cc1ccccc1OC	1.2
CC(C)OC(=O)CSc1nnc(Cc2ccccc2)n1C	-4.4
N=c1c2c3c(sc2ncn1CCN1CCOCC1)CCCCC3	2.4
COc1ccc(OCCn2c(C)c(/C=N/n3cnnc3)c3ccccc32)cc1	13.7
CCOc1ccc(-c2nc(CSc3nnc(C)s3)cs2)cc1OC	2.5
CCOc1cc(C(=O)N2CCN(c3ccccc3)CC2)cc(OCC)c1OCC	0.5
COc1ccccc1NC(=O)N1CCn2c(nc3ccccc32)C1	-1.6
O=C(CSCc1c(Cl)cccc1Cl)Nc1ccccc1C(=O)N1CCOCC1	-1.7
Cc1ccc(N2CC(C(=O)NCc3cccs3)CC2=O)cc1 (configuration not stated)	-5.8
CCn1c(SCC(=O)n2nc(C)cc2C)nnc1-c1ccc2c(c1)OCO2	-7.7
Cc1ccc(S(=O)(=O)N2CCN(c3ccc(S(=O)(=O)N4CCOCC4)cn3)CC2)cc1	-6.6
CCOC(=O)CCCNC(=O)COC(=O)c1cc(C)cc(C)c1	-2.1
CCCCNC1=C(Br)C(=O)CC(C)(C)C1	11.5
CC(C)(C)n1nnnc1C(c1ccncc1)N(Cc1ccccc1)Cc1ccco1 (configuration not stated)	1.3
CCOC(=O)c1c(NC(C)=O)no[n+]1[O-]	-4.6
NC1=NC(=O)C(Cc2cc(Cl)ccc2Cl)S1 (configuration not stated)	-3.6
COC(=O)CNC(=O)CSc1nc(N)cc(=O)[nH]1	-4.4
COc1ccc(-c2nc(C#N)c(N3CCC(C(N)=O)CC3)o2)cc1OC	-2.3
COc1cc(C(=O)Oc2ccccc2)ccc1OCc1c(C)noc1C	2.8
Cc1cc(=O)oc2cc(OCC(=O)NCCCN3CCOCC3)ccc12	-12.5
CCS(=O)(=O)N1CCN(c2ccc([N+](=O)[O-])c(NCc3ccccc3)c2)CC1	8.6
CCCCOCP(=O)(CCCC)COCCCC	-25.4
COCCn1c(N)c(C(=O)OCc2ccccc2)c2nc3ccccc3nc21	2.2
N#C/C(=C/c1cccc(C(F)(F)F)c1)c1nc(CCN2C(=O)c3ccccc3C2=O)cs1	11.5
Cc1nc(COC(=O)c2ccc(CO)cc2)cs1	-8.2
Cc1cc(C)cc(OCc2nnc(SCC(=O)c3ccccc3)o2)c1	-15.1
CCCCn1c(Cc2ccccc2)nnc1SCC(=O)N1CCOCC1	-7.3
Nc1c(NCCN2CCOCC2)c2ccccc2oc1=O	-2.1
Cc1ccccc1OCc1nc2ccccc2c(=O)n1NC(=O)c1ccco1	-18.7
O=C(NCc1cccnc1)c1cccc(S(=O)(=O)N2CCCCC2)c1	12.1
CCNC(=O)N1c2ccc(OC)cc2C(C)=CC1(C)C	-4.2
Cc1ccc(Cn2ncc3c(NCCCN4CCOCC4)ncnc32)cc1	-9.0
CS(=O)(=O)Nc1cccc(C(=O)CC2(O)C(=O)Nc3ccccc32)c1 (configuration not stated)	15.7
Cc1ccccc1-n1c(=O)/c(=C\c2ccco2)s/c1=C(/C#N)C(=O)Nc1ccccc1	-2.9
COc1ccccc1NC(=O)COc1ccc(Br)cc1CO	1.4

Part of the list above, field by field.
SMILES: COc1ccc2c(c1)C(C)CC(C)(C)N2C(=O)CSc1nc2ccccc2s1 (configuration not stated)
  RAD54 inh: -9.1
SMILES: COCc1cc(C)nc(NCCc2ccccc2)c1C#N
  RAD54 inh: 3.4

Continuation.
SMILES	RAD54 inh
O=C(COC(=O)c1ccccc1NC(=O)c1ccccc1)c1ccc([N+](=O)[O-])cc1	-8.0
c1ccc2cc(CN3CCOCC3)ccc2c1	-8.2
CCOc1cc(C(=O)N2CCOCC2)ccc1OCc1ccccc1	5.3
Cc1ccc(C(C)C)c(OCC(=O)Nc2ccc(Cl)cn2)c1	5.1
COc1ccc2c(c1)Cc1sc(NC(=O)c3ccco3)nc1-2	4.2
O=C1OCCN1c1c(-c2ccccc2)c(-c2cccs2)nc2c(-c3ccccc3)cccc12	9.3
c1coc(CN=C2NC(=NCc3ccco3)c3ccccc32)c1	1.5
CSc1ccc(C2C3(C#N)C(N)=NC4(OCCO4)C23C#N)cc1 (configuration not stated)	-1.2
Cc1ccc(-n2nnnc2SCC(=O)Nc2ccc3c(c2)OCCO3)cc1C	-5.7
Cc1c(C(=O)NCc2ccc3c(c2)OCO3)oc2ccc(Br)cc12	-6.2
COc1cccc(NC=C2C(=O)OC3(CCCCC3)OC2=O)c1	7.4
COc1ccccc1C(=O)Nc1nc(N)n(-c2ccccc2)n1	7.0
Cc1cc(N2C(=O)C=CC2=O)c([N+](=O)[O-])cc1C	8.5
COc1cc(C(=O)NCCOc2cc(C)cc(C)c2)c(Br)c(OC)c1OC	-6.7
Clc1ccc(-c2csc(N3CCc4ccccc4C3)n2)cc1	-7.1
O=C(CCN1CCN(c2ccc(F)cc2)CC1)Nc1ccc(F)cc1	-0.8
CCOC(=O)/C(C(N)=NCC(C)C)=C(/O)c1ccccc1	-1.8
O=C(Nc1cc(C(F)(F)F)ccc1N1CCCC1)c1ccc2c(c1)OCO2	1.5
O=[N+]([O-])c1ccc2nccn2c1	7.3
O=C(CSCc1cccc(Br)c1)N1CCOCC1	-3.8
CCOc1ccc(S(=O)(=O)NCC(=O)N(C)Cc2cccnc2)cc1	-1.6
Cc1ccc(NC(=O)c2cccc3c2C(=O)N(C2CCCCC2)C3)c(Cl)c1	-6.3
COc1ccc2c(c1)OC[C@H]1[C@H]2N2C(=O)c3cc(C)ccc3NC(=O)[C@@]2(C)[C@H]1c1ccccc1	-1.9
CCc1nc(NCc2ccco2)c2oc3ccccc3c2n1	-0.8
CC1CCN(C(=O)CCCOc2cc(=O)n(C)c3ccccc23)CC1	-13.6
O=C(C1CCN(S(=O)(=O)Cc2ccccc2)CC1)N1CCCc2ccccc21	13.4
CCOC(=O)C(=O)Nc1ccc2c(c1)OCO2	-6.5
O=C1C(c2ccncc2)=C(O)c2ccccc21	21.6
O=C(CSc1ncn[nH]1)OCN1C(=O)c2ccccc2C1=O	1.3
CCn1c(COc2ccccc2C)nnc1SCC(=O)OC	-1.6
Cc1ccc(S(=O)(=O)N2CCCC(C(=O)Nc3cccnc3)C2)cc1 (configuration not stated)	-1.6
Cc1ccc(S(=O)(=O)CCc2nnc(NC(=O)c3cnccn3)s2)cc1	-21.7
Cc1cc2ccccc2n2c(SCC(=O)N3CCc4ccccc4C3)nnc12	-1.6
COCCCNC(=O)CS(=O)(=O)Cc1nc(-c2cccc(OC)c2)oc1C	-1.2
O=C(C1=COCCO1)N1CCN(C(c2ccccc2)c2ccccc2)CC1	6.1
Cc1onc(-c2ccccc2)c1C(=O)Nc1ccncc1	-0.8
COc1ccc(CNC(=O)c2c(O)c3cccc4c3n(c2=O)CCC4)cc1	-7.0
CN(C=C1C(=O)CC(C)(C)CC1=O)CCN1CCNCC1	-5.4
O=C1Nc2ccccc2Nc2ncccc21	4.7
CCCc1cc(=O)[nH]c(SCc2nc3ccccc3s2)n1	-2.4
CCCCn1nnc(NC(=O)c2ccc(-c3ccccc3)cc2)n1	-3.5
CN(C)CCCOC(=O)c1cc2ccccc2o1	7.3
COCCn1c(=S)[nH]c2ncccc2c1=O	-3.2
CCN=c1scc(-c2ccco2)n1/N=C/c1ccc(O)cc1	2.4
CCOC(=O)C1CCN(c2nc3cc(OC)ccc3cc2C#N)CC1	-0.4

As entered above.
For RAD54 inh, Cc1ccc(S(=O)(=O)N2CCCC(C(=O)Nc3cccnc3)C2)cc1 (configuration not stated) shows -1.6
For RAD54 inh, Cc1onc(-c2ccccc2)c1C(=O)Nc1ccncc1 shows -0.8
For RAD54 inh, O=C1Nc2ccccc2Nc2ncccc21 shows 4.7
For RAD54 inh, CCCc1cc(=O)[nH]c(SCc2nc3ccccc3s2)n1 shows -2.4

Additional results:
SMILES	RAD54 inh
Cc1ccc(N(Cc2cc3cccc(C)c3[nH]c2=O)S(=O)(=O)c2ccccc2)c(C)c1	3.4
COc1cc(OC)c(S(=O)(=O)N2CCCCC2)cc1S(=O)(=O)N1CCCCC1	3.4
Cc1oc(-c2ccccc2F)nc1CN1CCC(C(=O)NCc2ccco2)CC1	6.1
CN1C(=O)C(C(=O)NC(C)(C)C)C2c3ccccc3OC13CCCCC23 (configuration not stated)	5.0
CCOC(=O)C1CCN(C(=O)c2ccccc2Oc2ccccc2)CC1	5.9
O=C(OCc1cnc(Cl)s1)c1ccc(Cl)cc1	-9.0
COc1ccc(NC(=O)N2c3ccccc3CC2C)cc1OC (configuration not stated)	-8.6
CCn1c(Cc2c(C)[nH]c3ccccc23)nnc1SCC(=O)NCc1ccco1	0.6
Cc1cccc(NC(=O)c2sc3nc(-c4ccc(F)cc4)cn3c2C)n1	-11.2
COC(=O)c1sc(NC(=O)CSc2nnc(C(C)C)n2C)nc1C	-1.3
CCOC(=O)N1CCN(S(=O)(=O)c2ccc3c(c2)CCN3C(=O)C2CC2)CC1	7.0
COc1cc(C(=O)NCCCNc2nc3cc(C)cc(C)c3cc2C#N)cc(OC)c1OC	-8.7
CC(C)C(=O)NC(=S)Nc1ccccn1	13.1
CCC(=O)N(Cc1ccco1)c1nc(-c2ccc(OC)cc2)cs1	7.3
CCN1CCN(CCCNC(=O)c2ccc3c(c2)N(Cc2ccc(C)cc2)CCS3)CC1	22.3
Cc1ccccc1NC(=O)c1ccccc1NC(=O)c1ccco1	11.6
CC(SCc1ccccc1)C(=O)N/N=C/c1ccc2c(c1)OCO2 (configuration not stated)	-10.8
COc1ccccc1OCc1ccc(C(=O)NCc2ccco2)o1	6.6
CC(NC(=O)c1cncc(Br)c1)c1ccc(S(N)(=O)=O)cc1 (configuration not stated)	-0.1
CCC1CCCCN1C(=O)CSc1nnc(CNC(=O)c2cc(OC)c(OC)c(OC)c2)o1 (configuration not stated)	-3.0
CCOC(=O)CSc1nc(C)cc(C)n1	-3.0
COc1cc2c(cc1OC)CN(C(=O)COc1ccc(C#N)cc1)CC2	2.0
Clc1ccc(-n2nnnc2SCc2c(-c3ccccc3)nc3sccn23)cc1	-1.0
O=C(N/N=C/c1ccncc1)c1cc(C2CC2)nc2ccccc12	19.8
COc1ccc(C(C(=O)Nc2ccc(C(C)C)cc2)N(C)C(=O)CNC(C)=O)cc1 (configuration not stated)	-5.5
